Screens: PubChem, several laboratories
human PMI inhibition: inhibitors of human PMI, primary screen, biochemical, fluorescence intensity, coupled assay (AID 1209). purified PMI enzyme, coupled fluorescence intensity; higher % means a stronger effect. inhibition, % at 20 µM; hits with a dose series show IC50 in µM. 190,000 compounds, 0.42% hits;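 further: plate controls were DMSO vehicle for no effect and wells lacking substrate for full effect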
Ins promoter up: MIN6 insulin promoter up-regulation; z-score at 5 µM; AID 1625; MIN6 insulin promoter-GFP reporter, high-content imaging; active compounds read high; 190,000 compounds, 0.3% hits;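 active means z-score above 3 at 5 µM with at least 500 cells counted in the well; inconclusive means wells under 500 cells, flagged as cytotoxic or low count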
RSV CPE inhibition: inhibition of RSV-induced cytopathic effect – HEp-2 cells, primary 10 µM value included (AID 2391) | 310,000 compounds, 0.13% hits | one-dose CPE inhibition, % at 10 µM; IC50 in µM for titrated hits | HEp-2 cells, RSV-induced CPE inhibition; higher % means a stronger effect; in the data active means a potency from the dose series; inconclusive means CPE inhibition mostly from about 23% at the one dose, without a potency; inactive means the rest, 99 in 100 with CPE inhibition below about 21%; further: strong numbers were not always called active
TNAP activators: stimulation of alkaline phosphatase TNAP activity – biochemical, luminescent, no phosphate acceptor, uHTS, primary screen (AID 1001); activation fold at 20 µM, or EC50 in µM where a hit was titrated; purified TNAP, luminescent activation assay, no phosphate acceptor; higher activation fold means a stronger effect; 200,000 compounds, 0.03% hits; in the data active means activation fold from about 3, or a potency from the dose series; inactive means the rest, 99 in 100 with activation fold below about 1.6; further: many of its hits are not listed in these tables
Large T inhibition: TAg ATPase/helicase activity blockers – biochemical (AID 1903) | inhibition, % at 20 µM; hits with a dose series show IC50 in µM | 310,000 compounds, 0.39% hits | SV40 large T antigen ATPase/helicase inhibition assay; higher % means a stronger effect; in the data active means a potency from the dose series; inconclusive means inhibition mostly from about 32% at the one dose, without a potency; inactive means the rest, 99 in 100 with inhibition below about 32%; further: strong numbers were not always called active
human PMI inhibitors: human PMI inhibitors, high substrate, primary screen, biochemical, fluorescence intensity, high mannose 6-phosphate (AID 1220); recombinant PMI enzyme, coupled fluorescence intensity; higher % means a stronger effect; inhibition, % at 20 µM, or IC50 in µM where a hit was titrated; 190,000 compounds, 0.66% hits
West Nile antiviral: West Nile virus antiviral activity, cell-based, CPE readout (AID 1621). West Nile virus-infected cells, CPE inhibition; higher % means a stronger effect. CPE inhibition, % at 10 µM; hits with a dose series show IC50 in µM. 290,000 compounds, 0.02% hits; in the data active means a potency from the dose series; inconclusive means CPE inhibition mostly from about 3.7% at the one dose, without a potency; inactive means the rest, 99 in 100 with CPE inhibition below about 2.2%; further: strong numbers were not always called active
Salmonella PhoP GFP: PhoP-dependent GFP reporter repression – Salmonella Typhimurium, primary screen (AID 1863); inhibition, % at 50 µM; hits with a dose series show IC50 in µM; S. Typhimurium PhoP-regulated promoter GFP reporter, 4 h; higher % means a stronger effect; 300,000 compounds, 0.16% hits;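 active means inhibition over 29.93%, a cutoff 3 SD above the screen mean, later confirmed by dose response; inconclusive means inhibition over 29.93% but no dose response follow-up; inactive means inhibition at most 29.93% or unconfirmed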;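 further: 0% = low Mg2+ inducing control and 100% = high Mg2+ repressing control; strong numbers were not always called active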
CSM14.1 death rescue: protection against thapsigargin-triggered cell killing – 384-well, CSM14.1, ATP luminescence, primary screen (AID 1222); CSM14.1 thapsigargin-induced death rescue, ATP luminescence; higher % means a stronger effect; one-dose cellular ATP content (survival), % at 20 µM; EC50 in µM for titrated hits; 190,000 tested, under 10 active;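 active means EC50 below 50 µM in the dose-response confirmation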;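 further: death triggered by thapsigargin at about 15 µM added after 2 h compound pretreatment; cell ATP read after overnight thapsigargin exposure of roughly 18 to 22 hours; normalized against plate controls of thapsigargin alone and 5% DMSO vehicle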
Ins promoter up cell count: further read-out of Ins promoter up, marked with its call; cell count; measured here: cytotoxicity, nuclei count;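 total cells summed across four imaged fields per well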
Numbers without * were called inactive; u = inconclusive; x = not tested or not shown; & = joins results of further samples. Unless noted, no stated cut-off is given here; in the data, active means inhibition above about 50%; inactive means the rest. Hits appear at their usual frequency; about 1.5% have a hit in one of these screens.

SMILES	Salmonella PhoP GFP	human PMI inhibition	Large T inhibition	Ins promoter up cell count	RSV CPE inhibition	human PMI inhibitors	West Nile antiviral	Ins promoter up	TNAP activators	CSM14.1 death rescue
O=C(/C=C/c1cccc([N+](=O)[O-])c1)NCCSCc1ccc(Cl)cc1Cl	15%	-1%	4%	1274	u	-8%	-1.3%	-0.4	1.1	-2.3%
C=CCOc1ccccc1C(=O)/C=C1/C(=O)Nc2ccccc21	7%	x	6%	x	-2.2%	x	-1.9%	x	x	x
Cc1c(C(=O)OCC2CCCO2)[nH]c2c1C(=O)CC(c1ccco1)C2 (centres undefined)	-7%	16%	11%	1038	1.4%	22%	0.1%	-0.2	1.1	1.2%
CC(=O)c1c(C(C)=O)c(C)n(-c2ccc(C)c(NC(=O)c3ccccc3Cl)c2)c1C	6%	3%	0%	1447	4.5%	1%	-0.8%	0	1.1	4.4%
O=C(CCn1c(=O)[nH]c2ccsc2c1=O)NCCc1ccc(Cl)cc1	-6%	-5%	5%	533	3.6%	-5%	0.7%	-1.6	1	-0.7%
Cc1occc1C(=O)N1CCN(C(=O)C2CCCO2)CC1 (centres undefined)	-3%	4%	3%	1276	1.1%	-1%	0.2%	0.03	1.1	-0.5%
Cc1cccc(NC(=S)Nc2ccccn2)c1C	-11%	18%	12%	1486	1.5%	12%	0.7%	0.94	1	-1.1%
O=C(Cn1ncc2c3ccccc3n(Cc3ccccc3)c2c1=O)NCc1ccco1	-9%	x	16%	1062	2.4%	x	0.0%	-0.56	x	x

Individual results from above.
`CC(=O)c1c(C(C)=O)c(C)n(-c2ccc(C)c(NC(=O)c3ccccc3Cl)c2)c1C` in Ins promoter up cell count is entered as 1447
`O=C(/C=C/c1cccc([N+](=O)[O-])c1)NCCSCc1ccc(Cl)cc1Cl` in Ins promoter up cell count is entered as 1274
`C=CCOc1ccccc1C(=O)/C=C1/C(=O)Nc2ccccc21` in RSV CPE inhibition is entered as -2.2%

Next part
SMILES	Salmonella PhoP GFP	human PMI inhibition	Large T inhibition	Ins promoter up cell count	RSV CPE inhibition	human PMI inhibitors	West Nile antiviral	Ins promoter up	TNAP activators	CSM14.1 death rescue
COc1cccc(C2C3=C(N=c4s/c(=C\c5ccc(OCC(=O)O)cc5)c(=O)n42)c2ccccc2CC3)c1 (centres undefined)	-9%	x	36%	961	u	x	0.0%	-0.77	x	x
CC1=CC(C)(C)Nc2ccccc21	21%	12%	13%	1622	0.9%&-0.4%	24%	0.4%	-0.57	1.1	3.1%
CN(C)CCCN1C(=O)c2oc3ccc(F)cc3c(=O)c2C1c1cccnc1 (centres undefined)	5%	6%	9%	1828	1.4%	-1%	0.1%	-0.29	1.1	-1.9%
CC(=O)N1CCC(N(CCCOC(C)C)C(=O)Nc2ccc(C)c(C)c2)CC1	-9%	-2%	21%	1562	-1.4%	0%	-0.4%	-0.07	1.1	0.3%
Cc1cc(OCC(=O)NCc2cccnc2)c2c(C)cc(=O)oc2c1	-6%	x	11%	x	2.8%	x	-0.6%	x	x	x
O=S(=O)(NCC1CC1)c1cc(Cl)cc(Cl)c1	-5%	x	12%	x	3.6%	x	0.1%	x	x	x
Cc1nc(N2CCN(S(=O)(=O)c3ccccc3)CC2)c2cc(-c3ccccc3)sc2n1	24%	13%	-1%	x	14%	9%	1.0%	x	1	2.0%
O=S(=O)(NCCSc1nnc(-c2ccco2)n1-c1ccccc1)c1ccccc1	7%	0%	-1%	1261	1.9%	1%	-0.5%	0.35	1.2	1.9%
Cc1ccc(C(=O)O/N=C(/c2nonc2N)N(C)C)cc1	9%	12%	2%	1637	0.7%	6%	1.0%	0.41	1.1	-0.4%
COc1cccc(Cn2cccc(NC(=O)Nc3ccc(C#N)cc3)c2=O)c1	11%	23%	20%	1002	0.0%	38%	-0.2%	-1.6	1.1	-2.6%
CCOC(=O)Cc1csc(N/N=C\c2ccc(N(C)C)cc2)n1	12%	x	3%	x	1.4%	x	-1.2%	x	x	x
CC(C)(C)C(=O)Nc1c(Cl)cccc1OC(F)(F)F	-6%	x	0%	1455	x	x	1.7%	0.7	x	x
COc1cc2c(cc1OC)C(C)N(C(=O)c1ccc(Cl)c(S(=O)(=O)N3CCCCC3)c1)CC2 (centres undefined)	-7%	x	15%	x	9.0%	x	1.2%	x	x	x
CCn1nnnc1NC(=O)c1ccc2ccccc2c1	-4%	0%	10%	1437	3.4%	-5%	0.4%	-0.14	1.1	0.0%
CCOc1ccc2nc(N(CCCN(C)C)C(=O)c3ccc(C(=O)c4ccccc4)cc3)sc2c1	-2%	x	14%	x	4.4%	x	-1.4%	x	x	x
Cn1ncc(Cl)c1C(=O)N/N=C/c1ccccn1	-3%	19%	7%	1180	2.2%	21%	-0.3%	0.37	1	-2.8%
Cc1ccc(CN2CCC(c3cc(-c4cccs4)n[nH]3)CC2)cc1	6%	-4%	-6%	1093	-2.1%	-8%	-2.3%	-0.62	0.8	-0.1%
Cc1ccc(C(=O)N2CCCC(N3CCN(c4cccc(C(F)(F)F)c4)CC3)C2)s1 (centres undefined)	-13%	x	9%	x	-0.4%	x	1.8%	x	x	x
CCc1ccc(C(=O)/C=C/Nc2ccc(S(=O)(=O)Nc3onc(C)c3C)cc2)cc1	-17%	-9%	15%	1268	2.1%	13%	-0.5%	0.23	1.1	-0.8%
CCOc1cc(/C=C(\C#N)C(=O)NCc2cccnc2)ccc1O	-5%	-2%	37%	1321	0.5%	6%	0.2%	0.58	0.9	-11%
O=S(=O)(Cc1cc(-c2ccccc2Cl)no1)c1ccccc1	4%	-3%	8%	1299	4.2%	-4%	-0.6%	-0.31	1.2	-1.6%
Cc1scc(C(=O)N/N=C/c2ccc(Cl)s2)c1C	-20%	-3%	14%	1419	5.5%	42%	-1.1%	-0.35	1.1	-1.5%
O=C(CCN1C(=O)/C(=C\c2ccccc2)SC1=S)NCCCN1CCOCC1	2%	x	-2%	x	0.7%	x	u	x	x	x
CCOc1ccc(CCNC(=O)C2CC=CCC2C(=O)OC(C)C)cc1OCC (centres undefined)	7%	x	-6%	x	1.5%	x	-0.1%	x	x	x
Cc1ccc(Oc2cnc3ccccc3n2)cc1	2%	11%	21%	1430	4.2%	5%	1.0%	0.86	1.1	-1.0%
O=C(c1ccc(COc2ccccc2Br)cc1)N1CCCCCC1	-3%	13%	7%	1358	22%	7%	-0.3%	0.06	1.1	-1.5%
Cc1ccc(N(C(=O)CCl)C(C(=O)NC2CCCCC2)c2cccnc2)cc1C (centres undefined)	-1%	-8%	14%	x	-1.7%	-18%	-0.9%	x	1.2	-2.1%
CCOc1ncccc1C(=O)OCC(=O)N1CCN(S(=O)(=O)c2ccc(Cl)cc2)CC1	-4%	1%	7%	1080	1.7%	-4%	-0.8%	0.66	1	1.2%
COc1ccc(OC)c(Nc2nc(NCCC(C)C)nc(N)c2[N+](=O)[O-])c1	-2%	x	10%	962	20%	x	1.1%	-1.2	x	x
COc1ccccc1NS(=O)(=O)c1ccc2oc(SCC(C)=O)nc2c1	-2%	x	22%	x	16%	x	0.9%	x	x	x
Nc1nc(SCc2nc3scc(-c4cccs4)c3c(=O)[nH]2)n[nH]1	-12%	-4%	8%	1269	3.7%	-9%	0.0%	0.18	0.9	x
Nc1nc2nc(-c3cccs3)cc(C(F)(F)F)n2n1	9%	-5%	9%	1501	0.1%	-8%	0.3%	-0.59	1.1	1.9%
Cc1ccc(-c2nnc(SCC(=O)N/N=C/c3ccccc3C(=O)O)n2-c2ccccc2)cc1	2%	-2%	-1%	1277	-1.4%	4%	-0.4%	-0.03	1	-1.0%
CCCOc1cccc(C2/C(=C(/O)c3ccc4c(c3)CC(C)O4)C(=O)C(=O)N2CCN2CCOCC2)c1 (centres undefined)	0%	x	6%	x	5.2%	x	0.1%	x	x	x
CC12CN3CC(C)(CN(C1)C3c1ccc3c(c1)OCO3)C2=O (centres undefined)	-6%	3%	-1%	1413	x	-1%	-0.5%	-0.17	1.1	2.0%
CCN(CC)c1ccc(/C=N/NC(=O)Cc2cccs2)cc1	7%	16%	21%	1408	6.3%	10%	-0.8%	0.43	1.1	-2.5%
Cc1ccc(N(Cc2cc3cc(C)ccc3[nH]c2=O)S(=O)(=O)c2ccccc2)cc1	-5%	13%	25%	1418	2.9%	5%	-0.4%	0.11	1	-0.3%
COc1ccc2c(c1)N(C)C(=O)CC(c1ccccc1)=N2	9%	4%	1%	1295	1.1%	0%	0.1%	0.06	1.1	-1.5%
CC(C(=O)N1CCCc2ccccc21)N1CCN(S(=O)(=O)c2ccccc2F)CC1 (centres undefined)	2%	8%	1%	1223	14%	4%	-0.3%	-0.74	1.1	-0.2%
O=C(Nc1ccc2c(c1)OCO2)c1cccc(Cl)c1	0%	14%	0%	1271	4.0%	10%	0.0%	2	1.1	-3.1%

Record cards, from the list above. Order of screens: Salmonella PhoP GFP | human PMI inhibition | Large T inhibition | Ins promoter up cell count | RSV CPE inhibition | human PMI inhibitors | West Nile antiviral | Ins promoter up | TNAP activators | CSM14.1 death rescue
Cc1ccc(-c2nnc(SCC(=O)N/N=C/c3ccccc3C(=O)O)n2-c2ccccc2)cc1 is listed with 2% | -2% | -1% | 1277 | -1.4% | 4% | -0.4% | -0.03 | 1 | -1.0%
CC(C(=O)N1CCCc2ccccc21)N1CCN(S(=O)(=O)c2ccccc2F)CC1 (centres undefined) is listed with 2% | 8% | 1% | 1223 | 14% | 4% | -0.3% | -0.74 | 1.1 | -0.2%
COc1ccc2c(c1)N(C)C(=O)CC(c1ccccc1)=N2 is listed with 9% | 4% | 1% | 1295 | 1.1% | 0% | 0.1% | 0.06 | 1.1 | -1.5%

Next part:
SMILES	Salmonella PhoP GFP	human PMI inhibition	Large T inhibition	Ins promoter up cell count	RSV CPE inhibition	human PMI inhibitors	West Nile antiviral	Ins promoter up	TNAP activators	CSM14.1 death rescue
Cc1cc(-c2nnc(CCC(=O)N(C)C(C)c3cccs3)o2)no1 (centres undefined)	8%	x	22%	x	0.2%	x	-0.4%	x	x	x
Clc1ccc(-n2nnnc2-c2ccccc2)cc1Cl	2%	4%	23%	1211	2.6%	6%	0.0%	-0.24	1.1	6.2%
c1coc(CN(Cc2cccs2)Cc2nnnn2C2CCCCC2)c1	11%	2%	-1%	959	1.8%	6%	-0.4%	-0.32	1.1	2.0%
CCN(CC)S(=O)(=O)c1ccc2c(c1)N(CC(=O)NCCCN1CC(C)CC(C)C1)C(=O)CO2 (centres undefined)	4%	x	18%	x	-0.1%	x	-0.1%	x	x	x
COc1ccc(OCC(=O)Nc2ccc(N3CCN(C(=O)c4ccco4)CC3)cc2)cc1	1%	2%	1%	1382	-1.6%	-1%	1.2%	-0.12	1	3.4%
CCC(c1ccccc1)c1nc(-c2cccnc2)no1 (centres undefined)	0%	5%	5%	x	1.3%	4%	0.2%	x	1	-0.3%
